E-sel inducer = E-selectin induction in HUVECs, primary screen, imaging, HUVEC, immunofluorescence imaging, single point | P16581 | normalized: neutral wells 0, TNF-alpha wells 100 | activation, % at 7.58 µM | actives 0.37% (n = 260,000) | AID 686992, 2013;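 active means mean E-selectin-positive cell signal at least 10% of the positive control, reached in at least 60% of replicates, without over 20% cell loss; inconclusive means no rule given, readout overlaps actives, possibly toxicity-flagged; inactive means the rest, including those meeting only one limit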;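 further: in these data hits start at about 27%; measured in HUVEC primary endothelial cells; signal is the percent of cells scored E-selectin positive by PE staining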
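material = human umbilical vein endothelial cells (HUVEC), E-selectin induction | quantity = 3,000 cells/well | medium = EGM-2 growth medium on 0.1% gelatin-coated wells | technique = immunofluorescence imaging | read-out basis = % PE-positive cells | control set = TNF-alpha positive control, DMSO neutral control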
S100A4 inh HTS = inhibitors of S100A4-myosin IIA peptide binding, primary screen, biochemical, fluorescence polarization, TAMRA-MyoIIA peptide | Protein S100-A4 (Homo sapiens), P26447 | inhibition, % at 10.7 µM | actives 0.14% (n = 360,000);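 active means mean inhibition of at least 70% across replicates, with every replicate also reaching that level; inconclusive means mean inhibition reaches 70% but some replicates fall short; inactive means mean inhibition below 70%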
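Material: human S100A4 monomer with TAMRA-labelled myosin IIA peptide; buffer or medium: HEPES pH 7.2 with CaCl2, KCl, NaCl, DTT, Triton; compound dosing: one concentration per compound; schedule: 5 min incubation before reading; benchmarks: neutral control DMSO, positive control TFP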
EWS-Fli block = EWS/Fli-driven NR0B1 reporter inhibitors, primary screen, A673 cells, NR0B1 luciferase, luminescence, MLPCN library | inhibition, % at 12.6 µM | viability-normalised | actives 0.67% (n = 350,000) | AID 651661, 2012;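 active means mean inhibition of at least 50% after viability correction, with every replicate also passing that limit; inconclusive means mean reaches 50% but only one of two replicates passes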;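 further: firefly luciferase signal divided by Alamar Blue viability fluorescence both relative to DMSO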
FN deposition inh = inhibitors of fibronectin matrix deposition, primary screen, AH1F cells, Alexa488-fibronectin fluorescence, plate reader; AID 743247, 2014; AH1F fibroblasts, overnight; inhibition, % at 12.6 µM; actives 0.086% (n = 350,000);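 active means mean inhibition across replicates of 30% or more, regardless of how many single replicates reach that level; inconclusive means mean under 30% yet at least half of replicates reach 30%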;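 further: positive control wells lacked labelled fibronectin entirely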
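Material: AH1F fibroblasts assembling fluorescent fibronectin matrix; amount: 10000 AH1F cells/well; medium: DMEM, 2% serum; reagent: Alexa488-fibronectin, 24 nM final in well; dosing: single compound dose, delivered by pin transfer; incubation: 1 h adhesion, overnight exposure; detection: fluorescence after three HBSS washes, excitation 485 nm, emission 525 nm; measure: fibronectin deposition inhibition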
esBAF inh = Bmi1 luciferase reporter increase in mESCs, primary screen, esBAF inhibitor project, mouse ES cells, Bmi1 luciferase knock-in, single point. 24 h; 100% = twice the neutral-well signal. reporter increase, % at 12.5 µM. actives 2% (n = 350,000); in the data active means activation above about 40%; inconclusive means no clear call, values can overlap the other calls;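 further: 0% = median of the plate's neutral control wells and 100% = double that signal; a rise in the Bmi1 reporter signal indicates esBAF inhibition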
RAD52 anneal inh = RAD52 DNA annealing inhibitors, primary screen, biochemical, FRET, single point, set 2; actives 0.46% (n = 360,000); recombinant RAD52 DNA annealing, FRET fluorescence; DNA repair protein RAD52 homolog (Homo sapiens), P43351; inhibition, % at 18.7 µM;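 active means every replicate showing at least 50% inhibition; inconclusive means mean inhibition at least 50% but not in every replicate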
RAD54 inh = inhibitors of human RAD54 branch migration, primary screen, biochemical, fluorescence, single point. RAD54 Holliday junction branch migration, FAM/BHQ fluorescence. inhibition, % at 10.4 µM. actives 0.14% (n = 360,000). AID 602329, 2012;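 active means mean normalized replicate activity at least 40 and at least half of replicates scoring 40 or more; inconclusive means only one of the two criteria met; inactive means mean below 40 and under half of replicates reaching 40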;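 further: 0% = median of neutral control wells and 100% = median of positive control wells; inhibitors cause a drop in the FAM fluorescence signal; in these data hits start at about 50%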
Xi reactivation = activators of inactive X chromosome reactivation, primary screen, imaging, XiGFP fibroblasts, GFP high-content imaging, set 2 | activation, % at 7.58 µM | XiGFP mouse fibroblasts, % GFP-positive cells imaging, 3 d; cells co-treated with 5-aza-dC sensitizer; scaled so ellipticine positive control = 100% | actives 0.055% (n = 360,000);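 active means mean normalized replicate activation at least 10% and every replicate at or above 10%; inconclusive means only one of the two criteria met; inactive means mean below 10% and not all replicates reach 10%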;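 further: 0% = median of on-plate neutral control wells and 100% = ellipticine 6 µM median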
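Material: SV40-immortalized XiGFP fibroblast cells, line 68-5-11 | Buffer or medium: DMEM containing 5-aza-dC | Dosing: One concentration, pinned | Times: 3 d treatment, 15 min room-temperature fixation | Controls: Ellipticine 6 µM positive control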
* hit, by the source's call; ? = inconclusive; / = no result given; & = joins results of further samples.

The opening 2 entries, to show the layout:
SMILES | E-sel inducer | S100A4 inh HTS | EWS-Fli block | FN deposition inh | esBAF inh | RAD52 anneal inh | RAD54 inh | Xi reactivation
COc1cccc(C(=O)C2CCCN(C3CCOCC3)C2)c1 (stereo not drawn) | 0.5 | -2 | 8 | -2 | -5 | -12 | 15 | 0.3
Cc1ccccc1CN1CCN(Cc2ccccc2)CC1 | / | -1 | 3 | / | / | -7 | / | 0.9

All compounds of this part, from the first entry:
SMILES | E-sel inducer | S100A4 inh HTS | EWS-Fli block | FN deposition inh | esBAF inh | RAD52 anneal inh | RAD54 inh | Xi reactivation
COc1cccc(C(=O)C2CCCN(C3CCOCC3)C2)c1 (stereo not drawn) | 0.5 | -2 | 8 | -2 | -5 | -12 | 15 | 0.3
Cc1ccccc1CN1CCN(Cc2ccccc2)CC1 | / | -1 | 3 | / | / | -7 | / | 0.9
c1ccc2c3c(ccc2c1)OCC1CONC31 (stereo not drawn) | -0.3 | -6 | -14 | 16 | / | -31 | / | 0.0
COC(=O)[C@@H](c1ccccc1)C1CCCCN1 (stereo partly drawn) | / | -4 | 1 | / | -3 | 8 | 5 | /
C=CCCC1(CC)C(=O)NC(=S)NC1=O | -0.1 | -1 | -4 | / | / | -4 | / | 0.4
CN1C2CCC1CC(OC(=O)c1ccc(Cl)cc1)C2 (stereo not drawn) | / | -12 | / | -7 | -7 | / | 6 | /
C=CCn1c(O)c(/C(C)=N/N2CCCCC2)c(=O)[nH]c1=O | 3.9 | -6 | 1 | 9 | / | -12 | / | 0.0
COCc1cc(OC(=O)N(C)C)nc(-c2ccccc2)n1 | / | -7 | 4 | 13 | / | -13 | 1 | 0.0
CCn1c(=O)n(CC)c2cc([N+](=O)[O-])c(N3CCNCC3)cc21 | 1.9 | -3 | 7 | -6 | -4 | -14 | -7 | 0.0
CCCNS(=O)(=O)c1ccc(OCC(=O)N2CCN(Cc3ccccc3)CC2)cc1 | -1.0 | / | / | 0 | 1 | / | -33 | /
C[C@]12CCC(=O)C=C1CC[C@@H]1[C@@H]2C(=O)C[C@]2(C)C(=O)CC[C@@H]12 | 0.5 | -6 | -1 | 5 | -2 | 1 | -9 | 0.1
O=c1c2ccccc2nc(CBr)n1-c1ccc(Cl)cc1 | 1.3 | 5 | -14 | 1 | -12 | -3 | 7 | 0.1
CCn1cc(CN2CCCC(C(=O)c3cccc(OC)c3)C2)c(C)n1 (stereo not drawn) | -0.5 | 8 | 3 | -9 | / | -13 | / | 0.0
C[C@@H]1CC2(CCCC[N+]2(C)C)C[C@H]1C | / | 1 | 5 | / | / | -21 | / | 0.0
CNC(=O)c1cccn(Cc2cccc(C(F)(F)F)c2)c1=O | / | 6 | 9 | 6 | / | -4 | / | 0.0
COc1ccc(-n2c(/C=C3/C(=O)Nc4ccccc43)nc3ccccc3c2=O)cc1 | / | 6 | 2 | -8 | / | -4 | / | 0.0
COc1cc(-c2ccc(N)c(OC)c2)ccc1N | / | -12 | 24 | / | 3 | -6 | -2 | /
O=C(c1ccco1)c1cn(Cc2ccccc2Cl)c2ccccc12 | / | -3 | 6 | / | 0 | -25 | / | /
CCC(=NCCC(c1ccccc1)c1ccccc1)c1c(O)n(C)c(=O)n(C)c1=O | / | / | / | 2 | 6 | / | -4 | 0.5
Cc1cc(C)n2c(Br)c(CN3CC4CC(C3)c3cccc(=O)n3C4)nc2n1 (stereo not drawn) | -0.5 | 15 | 1 | -1 | -8 | -16 | -8 | 0.4
COc1ccc(N2C(=O)/C(=C/c3ccc(C)o3)C(=O)NC2=S)c(OC)c1 | / | -18 | 18 | -9 | 5 | -129 | -3 | 0.0
O=C1NC(=O)C(=Cc2ccccc2[N+](=O)[O-])C(=O)N1 | -0.1 | -1 | -2 | -2 | / | -11 | / | 0.2
CN1C2CNC(=O)CC1C1CCC2C1 (stereo not drawn) | 0.3 | -2 | 6 | 7 | -5 | -17 | -7 | -0.1
Cc1ccc2cc(C=C(C#N)C#N)c(Cl)nc2c1 | 0.1 | -5 | 3 | 4 | / | -50 | / | -0.1
CC(=O)Nc1ccccc1C(=O)OCc1ccccc1F | 2.2 | -5 | -53 | 10 | ? | -10 | 10 | 0.2
CC(=O)N(C)CC#CCN1CCC(O)CC1 | 0.2 | 3 | -11 | -4 | / | -11 | -8 | -0.3
Cc1ccc(Oc2cc(NN3CCCCC3)c([N+](=O)[O-])cc2[N+](=O)[O-])c([N+](=O)[O-])c1 | -0.3 | -1 | 6 | 4 | -26 | 1 | -4 | 0.1
CC1CCC(NCCc2ccc3c(c2)OCO3)CC1 (stereo not drawn) | / | 0 | 9 | / | -2 | -9 | -6 | /
CC(C)NC1C2CCC(CC2)C1(O)c1ccc(Cl)c(Cl)c1 (stereo not drawn) | -0.7 | -7 | 12 | -2 | 3 | -4 | -5 | 0.2
CCOC(=O)[C@@H]1[C@@H]2NC(=O)N(C)[C@@]1(C)Oc1ccccc12 | / | 1 | -4 | / | / | 5 | -1 | /
COc1ccc(C#Cc2ccc([C@H]3[C@H]4CN(C(=O)Cc5ccccc5)CCCCN4[C@H]3CO)cc2)cc1 | -0.6 | -3 | -2 | / | 12 | -10 | 5 | 0.1
CCOC(C[n+]1c(-c2ccccc2)cc(C)cc1-c1ccccc1)OCC | 0.0 | -9 | 10 | -5 | -9 | -3 | -5 | 0.1
C[C@H]1CN([C@@H](C)CO)C(=O)c2c(c3ccccc3n2C)-c2ccccc2CO[C@H]1CN(C)C(=O)Oc1ccccc1 | 0.0 | 0 | 7 | -5 | / | 4 | / | 0.0
Cc1ccc(N2Cc3ccccc3C2=N)cc1[N+](=O)[O-] | / | 8 | -3 | 2 | / | -16 | / | 0.0
COc1cc(OC)c(OC)cc1CNCCc1ccc(OC)c(OC)c1 | / | -2 | 1 | / | -4 | 15 | 5 | /
CCCCCCCCc1ccc(O)cc1 | / | -6 | 19 | / | 1 | -6 | -11 | /
COc1cc2c(ccc3c4cc(OC)c(OC)cc4c[n+](C)c23)cc1O | -0.1 | -2 | 32 | -15 | / | 97* | / | -0.1
CC(CC(C#N)(c1ccccc1)c1ccccc1)N1CCCCC1 (stereo not drawn) | 0.1 | -9 | -6 | -3 | -4 | -32 | / | 0.2
Cc1ccc(OC(=O)N(C)C[C@@H]2OCc3ccccc3-c3c(n(C)c4ccccc34)C(=O)N([C@H](C)CO)C[C@@H]2C)cc1 | 2.4 | 0 | / | -6 | / | -1 | / | 0.6
COc1cc(C(=O)NC(=S)N2C[C@H]3C[C@H](C2)c2cccc(=O)n2C3)cc(OC)c1OC | / | -3 | -1 | / | -9 | -13 | -10 | /
CN1CCCN(C(=O)COc2ccc(Br)cc2)CC1 | -0.1 | -2 | / | 0 | / | 13 | -5 | 0.0
Cc1cccc(-n2c(/C=C/c3ccccn3)nc3ccccc3c2=O)c1 | / | -5 | 14 | -23 | -3 | -6 | 7 | 0.0
COC(=O)C1=C(c2ccc(C(C)=O)cc2)C[C@@H]2CC[C@H]1N2C(=O)NC(C)C | 0.0 | 2 | -2 | -12 | 1 | -6 | 0 | 0.0
COC1=C[C@@H]2C3=C([C@@H]2C1=O)[C@@H](NC(C)=O)CCc1cc(OC)c(OC)c(OC)c13 | 2.1 | 2 | -2 | -3 | 1 | -10 | -5 | 0.3
CC1(C)CN(S(=O)(=O)OCC(Cl)(Cl)Cl)C(=O)N1 | 0.1 | -5 | -2 | 9 | -4 | -3 | -8 | 0.1
Cc1ccc(C)c(NC(=S)NCCc2cnc[nH]2)c1 | 0.0 | -4 | 11 | 3 | / | -5 | -2 | 0.0
O=C1NC(=O)C(CCc2ccccn2)(Cc2ccc3c(c2)OCO3)C(=O)N1CCc1ccccc1 (stereo not drawn) | / | -1 | / | 27 | -1 | -8 | -4 | /
C[C@H](NC(=O)CCC(=O)N1C[C@H]2C[C@H](C1)c1cccc(=O)n1C2)c1ccccc1 | / | -4 | 0 | / | -1 | -20 | -13 | /
Cc1ccccc1[N+](=O)[O-] | / | -7 | -3 | / | -6 | -3 | -4 | /
c1cc(-c2ccc(C3[C@H]4CNC[C@@H]3N4CC3CC3)cc2)ccn1 (stereo partly drawn) | 0.7 | 4 | -3 | 2 | / | 14 | / | 0.0
O=C(Cc1ccccc1)N1CCCCN2[C@@H](CO)[C@H](c3ccc(C#CC4(O)CCCC4)cc3)[C@@H]2C1 | 0.0 | 7 | 2 | / | / | -1 | 4 | 0.3
CCC1(c2ccccc2)C(=O)NC(=O)NC1=O | / | -2 | -8 | / | 1 | -5 | -7 | /
Cc1ccc(C)c(Cn2c(C(=O)O)c(C=O)c3ccccc32)c1 | 0.1 | -29 | 13 | 3 | / | -494 | / | 0.3
CN1CC(C(=O)c2ccc([N+](=O)[O-])cc2)C(c2ccc(Cl)cc2)C1 (stereo not drawn) | 0.1 | -5 | -2 | 0 | -11 | -10 | 8 | 0.1
COc1cc2occc2c2oc(=O)ccc12 | 0.8 | -3 | -2 | -6 | 0 | 14 | -3 | 0.0
N[C@@H](Cc1ccc(N(CCCl)CCCl)cc1)C(=O)O | -0.2 | -5 | 35 | 2 | -10 | -53 | 7 | -0.1
COc1ccc(C(=O)OC2C[C@H]3CC[C@@H](C2)N3O)cc1OC (stereo partly drawn) | 1.4 | 0 | -10 | 7 | -5 | -15 | -6 | 0.0
O=C(O)CSC(=S)N1CC2CC(C1)c1cccc(=O)n1C2 (stereo not drawn) | 1.6 | 7 | -8 | 14 | / | -7 | / | 0.2
COc1cc2nc(CN3CC=C(c4ccccc4)CC3)[nH]c(=O)c2cc1OC | / | -6 | 8 | 5 | -7 | -40 | -20 | 1.4
COc1cccc(C2CCN(CC(=O)Nc3cc(Cl)ccc3OC)CC2O)c1 (stereo not drawn) | 0.1 | 3 | 18 | 7 | -2 | -2 | / | -0.1
Cc1c(N=Nc2c(O)[nH]c(=O)[nH]c2=O)c(=O)n(-c2ccccc2)n1C | 0.0 | 2 | -9 | -12 | / | -84 | / | 0.4
NCC(O)c1ccc(O)cc1 (stereo not drawn) | 0.0 | -4&-2 | 0 | -7&3 | 5 | 2 | 9 | 0.0

Bioassay records from PubChem.

An excerpt, so the mix of outcomes need not match the whole.
